XIAP antagonists – XIAP antagonists, biochemical, IAP family, fluorescence polarization (AID 1018); 200,000 compounds, 0.007% hits; E3 ubiquitin-protein ligase XIAP (Homo sapiens); displacement, % at 20 µM, or IC50 in µM where a hit was titrated; XIAP BIR domain, fluorescence polarization peptide displacement; higher % means a stronger effect; in the data active means displacement above about 50%; further: a part of the inactive calls stands beside numbers as strong as those of hits
Insulin prom up – insulin promoter activators in MIN6 cells, imaging, high-content screening, mouse beta cells; 190,000 compounds, 0.3% hits; z-score at 5 µM; MIN6 insulin promoter-GFP reporter; stronger effect = higher value; AID 1625, 2009;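 active means z-score above 3 at 5 µM with at least 500 cells counted in the well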
Autophagy mod – autophagy modulators in MEF cells, primary screen, imaging, high-content, MEF GFP-LC3; AID 463193, 2010; 190,000 compounds, 0.98% hits; calls only at 10 µM (by protocol); MEF GFP-LC3 puncta imaging; test concentration mostly 10 µM;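 active means percentage of spot-positive cells more than 3 SD above its plate mean, without a fluorescence outlier flag or 80% toxicity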;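 further: spot-positive cell cutoff set from DMSO-treated cells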
Dynein cargo inh – inhibitors of GR-EGFP nuclear translocation, primary screen, dynein cargo transport inhibitor project, imaging, high-content, 3617.4 mouse cells; test concentration mostly 20 µM; stimulated with dexamethasone, 1 µM; stronger effect = lower value; z-score, hits read low; 220,000 compounds, 0.47% hits; AID 1381, 2008;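 active means plate z-score of nuclear minus cytoplasmic receptor signal below a set negative limit, without overly bright fluorescence or cell loss, cut at about -3.5 in these data, passing the limit was not always enough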;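 further: z-score of nuclear minus cytoplasmic ring GR-EGFP intensity difference per well; some compounds called inactive have numbers as strong as hits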
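Buffer or medium: tet-free medium with charcoal-stripped serum / Also added: dexamethasone agonist, 1.0 µM final, for 30 min / Timing: induction 48 h, compound 1 h, agonist 30 min / Measured by: high-content fluorescence imaging after fixation / Read-out: nuclear-to-cytoplasmic GR-EGFP distribution per well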
WT yeast gro inh – growth inhibition of WT strain, primary screen, mitochondrial fusion inhibitor project, WT and mutant strains, chemical genetic; mitochondrial fusion phenotypic screen; inhibition, % at 10 µM; 190,000 compounds, 2.1% hits; in the data active means inhibition above about 58%; tested in S. cerevisiae
ER stress rescue – rescue of cells from ER stress-induced death, primary screen, 384-well, CSM14.1, thapsigargin, ATP luminescence (AID 1222); 190,000 tested, under 10 active; one-dose cellular ATP content (survival), % at 20 µM; EC50 in µM for titrated hits; CSM14.1 thapsigargin-induced death rescue, ATP luminescence; higher % means a stronger effect;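 active means EC50 below 50 µM in the dose-response confirmation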;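 further: death triggered by thapsigargin at about 15 µM added after 2 h compound pretreatment; cell ATP read after overnight thapsigargin exposure of roughly 18 to 22 hours; normalized against plate controls of thapsigargin alone and 5% DMSO vehicle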
MT stabilizer – microtubule stabilizers in HeLa cells, primary screen, imaging, high-content imaging; HeLa tubulin immunostaining HCS, 24 h; share of cells brighter than vehicle mean+2SD; % tubulin-high responders, % at 10 µM; 200,000 compounds, 0.83% hits; AID 2205, 2009;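 active means plate Z-score above 3 for both tubulin-high and condensed-nucleus cell shares, with cell loss under 80%, at 10 µM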;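 further: anti alpha tubulin signal scored within the nucleus-defined area of each cell; some results filed as inactive read as strong as hits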
Hep lipid drop – inhibitors of hepatocyte lipid droplet formation, primary screen, imaging, high-throughput imaging, BODIPY stain. AML12 mouse hepatocytes, oleate lipid droplets. inhibition, % at 6.5 µM. 240,000 compounds, 0.4% hits. AID 1656, 2009;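 active means lipid droplet intensity inhibited by at least 50%, with more than 500 cells counted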
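Material – mouse AML12 hepatocyte cell line, fixed after treatment · Compound dosing – one dose, 6.5 µM compound · Times – compound with oleate, overnight · Measured by – Image-based BODIPY and DAPI two-channel analysis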
bCat nuc transl – modulators of beta-catenin nuclear translocation, primary screen, imaging, HeLa cells, immunofluorescence, high-content. nuclear translocation activity, % at 5 µM. 190,000 compounds, 0.3% hits;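 active means nuclear translocation activity above 50% at 5 µM, with a well cell count of 50 or more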;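 further: per-cell ratio of nuclear to cytoplasmic median beta-catenin stain intensity; plate controls were DMSO negative control for no effect and GSK-3 inhibitor IX positive control for full effect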
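System: HeLa cells, endogenous beta-catenin; compound dosing: 5 µM primary single dose, 0.1% DMSO, 0.02–20 µM confirmation series; incubation: 24 h compound exposure at 37°C, 5% CO2; signal: beta-catenin immunofluorescence imaging with DAPI; evaluation: % activation, nuclear-to-cytoplasmic median beta-catenin signal ratio per cell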
WT yeast gro inh mutant strain – recorded beside WT yeast gro inh, whose call it bears; inhibition, %; mitochondrial fusion phenotypic screen, mutant strain inhibition
Dynein cargo inh cytoplasmic EGFP – second read-out of Dynein cargo inh, no call of its own (marks repeat the call); z-score; measured here: cytoplasmic GR-EGFP intensity; stronger effect = higher value
Dynein cargo inh nuclear GR-EGFP – further read-out of Dynein cargo inh, marked with its call; z-score; measured here: nuclear GR-EGFP intensity;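 lower value marks the stronger effect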
Dynein cargo inh cell count – recorded beside Dynein cargo inh, whose call it bears; z-score; measured here: cell count per field
Insulin prom up cell count – recorded beside Insulin prom up, whose call it bears; cell count; measured here: cytotoxicity, nuclei count;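 total cells summed across four imaged fields per well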
Hep lipid drop cells 6.5 µM – also measured in Hep lipid drop; calls as there; cell count; measured here: cell count, cytotoxicity flag;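 cells counted across two imaged fields per well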
bCat nuc transl cell count 5 µM – recorded beside bCat nuc transl, whose call it bears; cell count; measured here: cell count, cytotoxicity flag
MT stabilizer Hoechst-high % – second read-out of MT stabilizer, no call of its own (marks repeat the call); % Hoechst-high responders; measured here: nuclear condensation Hoechst responders;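 share of cells brighter than vehicle mean plus two SD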
MT stabilizer cytotoxicity % – further read-out of MT stabilizer, marked with its call; toxicity, %; measured here: cytotoxicity by cell density;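 0% = mean cell density of plate MIN control wells and 100% = no cells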
Autophagy mod cell loss 18 h – recorded beside Autophagy mod, whose call it bears; toxicity, %; measured here: cell loss, nuclei count;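 cell loss after 18 h compound exposure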
An asterisk follows results filed as active; i = inactive; x = no result given.

SMILES	XIAP antagonists	Insulin prom up	Insulin prom up cell count	Autophagy mod	Autophagy mod cell loss 18 h	Dynein cargo inh	Dynein cargo inh cytoplasmic EGFP	Dynein cargo inh nuclear GR-EGFP	Dynein cargo inh cell count	WT yeast gro inh	WT yeast gro inh mutant strain	ER stress rescue	MT stabilizer	MT stabilizer Hoechst-high %	MT stabilizer cytotoxicity %	Hep lipid drop	Hep lipid drop cells 6.5 µM	bCat nuc transl	bCat nuc transl cell count 5 µM
O=C(CN1C(=O)S/C(=C\c2ccc(O)cc2)C1=O)c1ccccc1	-8.2%	-0.32	1482	i	28	-0.098	-0.24	0.17	0.07	0	3	-0.6%	3.4	2.5	3.3	-1	687	-0.4	1144
O=C(O)CC1(CC(=O)Nc2ccccc2C(=O)c2ccccc2)CCCC1	-10%	1.2	959	i	-30	1.8	-0.2	1.3	-1.2	-8	8	-7.8%	6.6	0.9	6.1	-12	745	-0.9	1135
O=C(CNC(=O)c1ccc(Br)cc1)NCCc1nc2ccccc2[nH]1	-3.6%	1.9	870	i	-4	-0.93	-0.024	-0.33	0.67	16	-6	-0.7%	1.3	2.0	3.5	x	x	x	x
Cc1ccccc1NC(=O)CSc1nc2ccccc2o1	-2.0%	0.54	921	i	10	-0.57	0.03	-0.43	-0.032	12	5	-1.7%	2.7	1.3	4.1	4	778	1.2	1011
Fc1cccc(F)c1-n1c(CN2CCCCC2)csc1=S	-3.3%	-1.2	1192	i	20	1.1	-0.35	0.77	-0.23	21	26	x	16*	17*	43*	0	713	-2.2	1140
CC1(C)CC(=O)C(CC(=O)N2CCC(Cc3ccccc3)CC2)C(=O)C1	-4.8%	-0.66	1323	i	-1	0.74	-0.26	0.79	-1	-10	1	1.3%	4.7	2.5	7.1	-6	605	-2.5	1121
CCOC(=O)c1ccc(NS(=O)(=O)c2cnc[nH]2)cc1	-2.1%	0.18	1238	i	13	-0.31	-0.17	0.052	0.76	0	-2	1.0%	6.6	2.1	4.8	3	747	-0.9	1091
Cc1ccsc1C(=O)C1CCCN(Cc2cc(F)ccc2-n2cccn2)C1 (stereo not drawn)	-0.6%	-0.84	1278	i	25	-0.014	-0.15	-0.19	-1.3	14	23	0.4%	3.2	1.2	0.6	-4	727	-2.0	1015
Cc1ccc(NC(=S)N(C)C)cc1C	x	-0.01	1140	x	x	-0.92	-0.2	-0.36	0.27	x	x	x	x	x	x	-15	752	1.0	1277
CC(=O)OCCSc1c(-c2ccccc2)c2cc(Cl)ccc2[nH]c1=O	-2.2%	-0.12	1491	i	2	0.12	-0.2	0.36	-0.37	-1	-14	1.4%	7.3	1.9	9.8	6	657	2.7	866
CCOc1ccc(CCNc2nc3c(c(=O)n(C)c(=O)n3C)n2CC)cc1OCC	-4.2%	-2	1068	i	14	-0.74	-0.24	-0.18	0.14	-1	-18	x	3.6	2.1	4.1	-2	632	x	x
CCCn1c(N2CCN(CC(=O)c3c[nH]c4ccccc34)CC2)nc2c1c(=O)[nH]c(=O)n2C	-4.9%	-0.44	1308	i	4	-0.81	0.14	-0.29	0.92	-5	4	x	1.7	1.7	9.3	x	x	1.7	856
CCC(=O)N1CCc2cc(S(=O)(=O)NC(C(=O)NCc3ccccc3)C(C)C)ccc21 (stereo not drawn)	-3.9%	-0.27	1638	i	12	-0.85	-0.026	-0.42	0.61	6	-4	-1.6%	2.8	3.0	6.1	x	x	-0.4	1478
Cn1cccc1C(=O)NC(=O)COC(=O)CNC(=O)CNC(=O)c1ccc(Cl)cc1Cl	-3.0%	0.73	1247	i	-7	0.78	-0.085	-0.15	0.21	0	-11	-7.7%	4.9	2.5	7.3	3	693	0.0	1126
COC(=O)c1ccc(NC(=O)CNC(=O)C2CCCCC2)c(C)c1	-1.9%	-0.57	1293	i	-4	0.13	-0.19	0.42	0.058	0	1	-1.9%	2.5	1.0	1.2	9	707	x	x
Cn1nnnc1SCc1ccccc1[N+](=O)[O-]	-5.0%	0.93	1638	i	-31	0.55	-0.21	1.1	0.31	-3	-29	0.6%	2.2	2.0	7.5	x	x	-0.4	1377
Cc1nn2c3c(cnc2c1-c1ccccc1)C(=O)CCC3	-0.5%	-0.03	1033	i	-1	-0.51	0.63	-0.084	0.26	-13	2	1.4%	1.6	1.4	8.7	x	x	2.1	1154
Cc1ccc(S(=O)(=O)N2CCCCC2)cc1NC(=O)c1ccc2c(c1)OCO2	-8.3%	0.35	1654	i	0	-0.5	-0.25	-0.29	0.17	6	0	1.6%	2.6	0.9	3.7	-2	574	-0.2	1045
Oc1[nH]c2ccccc2c1/C=N/c1nccs1	-6.5%	-0.79	1311	i	6	-0.45	-0.27	-0.04	-0.43	35	8	-3.5%	4.7	3.5	5.1	x	x	-0.9	1318
CCC(O)CC(C(=O)NNc1ccccc1)C(=O)NNc1ccccc1 (stereo not drawn)	-6.9%	0.06	1615	i	2	0.17	-0.34	0.58	0.29	22	25	2.2%	4.2	3.3	4.7	10	659	-0.1	1035
CCC(C)C(NC(=O)c1ccccc1NC(=O)c1ccco1)C(=O)NNC(=O)c1ccncc1 (stereo not drawn)	x	-0.3	1030	x	x	0.065	-0.22	0.35	-0.59	x	x	x	x	x	x	20	657	1.3	1254
Cc1cc(C)nc(N/N=C/c2cccc3ccccc23)n1	-4.5%	0.08	1001	i	8	-0.13	-0.25	-0.31	0.19	20	13	-0.2%	7.4	2.5	5.5	-2	679	-0.5	912
Cc1cc(NS(=O)(=O)c2ccc(NC(=O)c3cccc(OC(F)F)c3)cc2)nc(C)n1	-2.6%	0.24	1253	i	-1	-0.39	-0.33	0.17	-0.1	-8	6	-0.4%	2.2	3.0	3.1	-28	681	-0.4	1070
C/C(=N\NC(=O)COc1ccc(C(C)(C)C)cc1)c1cc2ccccc2o1	-0.3%	-0.13	1286	i	-9	-0.81	-0.32	-0.6	0.69	27	1	-1.4%	7.3	2.9	2.6	4	687	-0.1	927
Fc1cccc(CO/N=C/c2c(-c3ccccc3)nc3ccc(Cl)cn23)c1	-0.7%	-0.43	1300	i	10	0.74	-0.2	0.89	0.21	14	29	-2.0%	2.5	1.7	6.8	x	x	0.5	1428
O=C(NCCN1CCOCC1)C1CCC(=O)N1Cc1ccccc1Cl (stereo not drawn)	-3.2%	0.34	1204	i	-5	-0.91	-0.24	-0.6	1.1	9	11	x	3.1	1.7	5.7	-6	582	x	x
Cn1c(C(=O)N2CCN(Cc3ccc4c(c3)OCO4)CC2)cc2c(=O)n(C)c3ccccc3c21	1.3%	-1.4	908	i	1	-1.1	-0.27	-0.48	1.2	8	1	6.4%	5.2	4.4	8.3	x	x	x	x
NS(=O)(=O)c1cc(C(=O)OCC(=O)Nc2ccc(Cl)cc2[N+](=O)[O-])ccc1Cl	-5.4%	-0.06	1582	i	-10	-0.34	-0.2	0.15	-0.14	5	6	1.2%	4.1	1.3	4.0	8	653	-2.8	1153
Cc1ccc(NC(=O)Nc2nnc(Cc3ccc([N+](=O)[O-])cc3)s2)cc1	-2.1%	-0.07	1154	i	11	0.54	-0.25	0.34	0.43	-4	6	-3.6%	3.7	2.3	11	-3	662	-2.7	487
Cc1ccc2c(c1)-c1c(cnn1CC(=O)NC(C)CCc1ccco1)CO2 (stereo not drawn)	36%	-0.51	1562	x	x	-0.98	-0.15	-0.35	-0.041	6	5	x	4.7	2.6	4.8	-29	659	1.4	1117
C1=Cc2ccccc2Nc2ccccc21	x	-0.12	1044	x	x	-0.2	-0.26	-0.5	1.2	x	x	x	x	x	x	-6	699	0.5	1283
O=C(CSC1=NNC(c2ccccn2)S1)Nc1ccccc1 (stereo not drawn)	x	0.01	886	x	x	2.2	-0.19	1.5	-1.7	x	x	x	x	x	x	-21	558	-0.4	1284
CCOCCCn1c(=S)[nH]c2ncccc2c1=O	-4.8%	0.28	1353	i	15	-0.47	-0.33	-0.22	0.7	14	5	-1.9%	4.6	4.6	5.3	x	x	-1.9	1429

Given bar-delimited: 2 of the compounds above
SMILES | XIAP antagonists | Insulin prom up | Insulin prom up cell count | Autophagy mod | Autophagy mod cell loss 18 h | Dynein cargo inh | Dynein cargo inh cytoplasmic EGFP | Dynein cargo inh nuclear GR-EGFP | Dynein cargo inh cell count | WT yeast gro inh | WT yeast gro inh mutant strain | ER stress rescue | MT stabilizer | MT stabilizer Hoechst-high % | MT stabilizer cytotoxicity % | Hep lipid drop | Hep lipid drop cells 6.5 µM | bCat nuc transl | bCat nuc transl cell count 5 µM
O=C(CSC1=NNC(c2ccccn2)S1)Nc1ccccc1 (stereo not drawn) | x | 0.01 | 886 | x | x | 2.2 | -0.19 | 1.5 | -1.7 | x | x | x | x | x | x | -21 | 558 | -0.4 | 1284
CCOCCCn1c(=S)[nH]c2ncccc2c1=O | -4.8% | 0.28 | 1353 | i | 15 | -0.47 | -0.33 | -0.22 | 0.7 | 14 | 5 | -1.9% | 4.6 | 4.6 | 5.3 | x | x | -1.9 | 1429

Screening data as filed in PubChem.
